Nrf2 inh – blocks Nrf2 signaling. A549 ARE-Fluc reporter, luciferase luminescence, 18-24 h. Potency, µM (titrated, usually from 46 µM), for inactives: at the highest dose activity change, negative = inhibition, actives largely listed as inhibitors. 360,000 tested, 2.1% active. AID 504444; further: potency means the concentration at half of the fitted maximal effect; on the % scale 0 is the no-effect control and ±100 the full control effect; nearly all actives have a fitted effect of over 60% in size
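A549 ARE_Fluc cells (5000/well, 5% FBS OPTI-MEM) pre-incubated 2 h, then treated with compounds 18-24 h at 37C/5% CO2 in concentration-response. CellTiter-Fluor viability read first; BugLite luciferase luminescence after 15 min at room temperature gives Nrf2 activity.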
TGFb SMAD3 inh – inhibitors of TGF-b signaling; HepG2 CAGA-GFP TGF-b/SMAD3 reporter, GFP fluorescence, 18 h; TGF-beta stimulated, 500 pg/mL final; Potency, µM (series often up to 46.1 µM), for inactives: at the top dose activity, negative = inhibition, most hits filed as inhibitors; 410,000 tested, 1.2% active; further: potency means the concentration at half of the fitted maximal effect; on the % scale 0 is the no-effect control and ±100 the full control effect; nearly all actives have a fitted effect of over 65% in size
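GFP signal (ex488/em500-530) from TGF-beta-stimulated HEPG2 CAGA-GFP cells, 500 pg/mL final, 18 h at 37 degrees C in DMEM plus 1% FBS, normalized to unstimulated and DMSO-stimulated controls.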
Nrf2 activator – activates Nrf2 signaling | AID 624171 | AREc32 ARE-luciferase reporter (MCF7-derived line), luminescence, 24 h | Potency, µM (series often up to 46.1 µM), for the others: at the top dose activation, most hits filed as activators | 410,000 tested, 0.31% active; further: potency means the concentration at half of the fitted maximal effect; % of control where 0% means no effect; nearly all actives have a fitted effect of over 65% in size
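ARE-driven firefly luciferase activity in AREc32 cells measured after a 24 hr compound exposure at 37 deg C, using Steady-Glo reagent and a 30 min room-temperature hold.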
Akt phos inh – Akt phosphorylation inhibition; Neuro2A IGF-stimulated pAkt S473 HTRF, 20 min; hits give low values; activity change, % for hits at 50 µM; 360,000 tested, 0.32% active; AID 651550; in the data active means activity change below about -80%; inconclusive means mostly about -51% to -80%; further: on the % scale 0 is the no-effect control and ±100 the full control effect
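Single-point screen (50 µM final compound) in Neuro2A cells stimulated 20 min with 6 nM IGF at 37 deg C. After lysis, Ser473-phosphorylated Akt read by HTRF (ex 330 nm, em 615/665 nm) as the 665/615 ratio.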
MmCpn inh – inhibitors of Methanococcus maripaludis chaperonin (MmCpn); purified Mm-Cpn ATPase, ADP Transcreener TR-FRET; Potency, µM (top dose mostly 76.9 µM), for the others: top-dose activity, negative = inhibition, most hits filed as inhibitors; 330,000 tested, 0.031% active; AID 504842; further: potency means the concentration at half of the fitted maximal effect; on the % scale 0 is the no-effect control and ±100 the full control effect; nearly all actives have a fitted effect of over 80% in size
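TR-FRET (320 nm excitation; 590 and 665 nm emission) reports ADP made from 10 uM ATP by 25 nM enzyme; compounds were preincubated 10 min, reaction run 30 min, both at 37°C.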
EPAC2 agonist – activates human EPAC2 exchange factor; AID 720711; Potency, µM (doses to about 154 µM), for inactives: top-dose activation, usual class: activators; EPAC2 activation, biochemical qHTS; response scale: 100% = 6.5 mM cAMP response; 360,000 tested, 0.079% active; further: potency means the concentration at half of the fitted maximal effect; nearly all actives have a fitted effect of over 50% in size
Target sequence (Q8WZA2 whole entry, looked up): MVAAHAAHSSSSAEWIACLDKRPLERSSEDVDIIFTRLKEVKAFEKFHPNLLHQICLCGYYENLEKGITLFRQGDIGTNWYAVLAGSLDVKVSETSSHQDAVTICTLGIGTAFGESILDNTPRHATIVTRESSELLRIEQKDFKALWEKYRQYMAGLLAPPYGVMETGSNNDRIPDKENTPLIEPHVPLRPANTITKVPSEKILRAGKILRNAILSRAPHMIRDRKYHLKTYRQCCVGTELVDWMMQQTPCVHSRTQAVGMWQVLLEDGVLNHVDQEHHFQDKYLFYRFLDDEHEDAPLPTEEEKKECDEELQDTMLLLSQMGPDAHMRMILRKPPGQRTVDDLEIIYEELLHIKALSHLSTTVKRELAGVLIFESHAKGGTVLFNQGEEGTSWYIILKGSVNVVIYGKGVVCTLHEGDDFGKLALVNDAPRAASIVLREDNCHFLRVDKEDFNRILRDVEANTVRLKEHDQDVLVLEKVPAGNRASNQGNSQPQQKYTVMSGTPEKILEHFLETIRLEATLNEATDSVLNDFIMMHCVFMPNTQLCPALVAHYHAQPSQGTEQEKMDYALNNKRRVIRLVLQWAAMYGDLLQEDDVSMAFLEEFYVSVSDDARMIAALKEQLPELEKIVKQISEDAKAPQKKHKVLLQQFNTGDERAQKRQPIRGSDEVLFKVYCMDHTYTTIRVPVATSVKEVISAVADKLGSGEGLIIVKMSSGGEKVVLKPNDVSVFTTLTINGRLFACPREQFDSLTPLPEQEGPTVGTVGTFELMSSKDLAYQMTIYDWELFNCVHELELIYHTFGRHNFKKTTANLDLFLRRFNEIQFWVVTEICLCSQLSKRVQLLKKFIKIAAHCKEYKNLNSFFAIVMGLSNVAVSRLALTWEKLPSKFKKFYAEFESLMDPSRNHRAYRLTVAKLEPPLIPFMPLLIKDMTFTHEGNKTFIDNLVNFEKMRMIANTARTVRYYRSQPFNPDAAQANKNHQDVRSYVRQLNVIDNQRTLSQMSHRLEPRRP
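Nucleotide exchange monitored as fluorescence drop when BODIPY-GDP leaves Rap1B. Reaction: 100 nM EPAC2, 250 nM RAP1B-BODIPY-GDP, 50 uM GDP, room temperature, kinetic read over 30 min. Activity expressed relative to 6.5 mM cAMP.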
CCT chaperon mod – cytosolic chaperonin activity modulation; purified chaperonin ATPase assay, HTRF ADP detection, 30 min; 360,000 tested, 0.3% active; activity change, % (test concentration not listed), hits read low; AID 651819; in the data active means activity change below about -30%; further: on the % scale 0 is the no-effect control and ±100 the full control effect
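TRiC at 40 or 20 nM final (batch-dependent) in 30 mM Tris pH 7.4, 100 mM KCl, 5 mM MgCl2, 1 mM DTT, with compound at single 76 uM and 10 uM ATP, 30 min at 37 deg C. ADP detected by HTRF Transcreener, 665/615 ratio.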
A549 tox – kills or reduces viability of A549 cells in Nrf2 counter-screen; Potency, µM (doses to about 46 µM), without a hit: at the highest dose activity change, negative = cytotoxicity, most hits filed as inhibitors; 390,000 tested, 0.16% active; A549 ARE-Fluc cells, CellTiter-Fluor viability, 18-24 h; further: potency means the concentration at half of the fitted maximal effect; on the % scale 0 is the no-effect control and ±100 the full control effect
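Cytotoxicity counterscreen: CellTiter-Fluor fluorescence was measured in A549 ARE_Fluc cells after 18-24 h of compound exposure in a concentration series. The subsequent BugLite luminescent read reports ARE-luciferase activity.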
EPAC2 antag – EPAC2 (human) antagonism. EPAC2 GEF exchange of Rap1B-BODIPY-GDP, fluorescence. 360,000 tested, 0.18% active. Potency, µM (series often up to 114 µM), inactives show top-dose activity, negative = inhibition, actives largely listed as inhibitors. Q8WZA2. AID 720708; further: potency means the concentration at half of the fitted maximal effect; on the % scale 0 is the no-effect control and ±100 the full control effect; nearly all actives have a fitted effect of over 45% in size; many of its hits are not listed in these tables
Starred values were filed as active, the others as inactive; i = inactive; ? = inconclusive; . = no result given; [ ] = dose if it differs, or a comment. Unless noted, the call rests on the fitted dose curve; in most records, active means well fitted curve in the direction sought with a large enough effect; inconclusive means small, poorly fitted or top-dose-only effect, or another doubt; inactive means no such curve, though single readings can be large; an effect the other way counts as inactive or inconclusive. These rows are one share of the data; rates above refer to the full screens.

SMILES	Nrf2 inh	TGFb SMAD3 inh	Nrf2 activator	Akt phos inh	MmCpn inh	EPAC2 agonist	CCT chaperon mod	A549 tox	EPAC2 antag
COC(=O)[C@H](CCSC)NC(=O)Nc1ccc(C)cc1C	11.0%	18.9%	-0.5%	.	?	6.0%	-0.3	4.4%	9.4%
O=C(Nc1cccc(C(F)(F)F)c1)c1ccc2snnc2c1	-6.5%	3.3%	-0.5%	.	.	.	.	2.6%	.
CN(c1ccccc1)S(=O)(=O)c1cccc(Cl)c1Cl	3.4%	-17.9%	0.0%	i	-2.6%	23.6%	-0.7	22.9%	?
Cc1ccc(/C=C/C(=O)O)cc1S(=O)(=O)NCc1cccnc1	-5.8%	-8.0%	-0.7%	i	2.9%	1.9%	-14.0	3.1%	5.5%
COc1ccc(C(=O)Cn2c(Cl)nc3c2c(=O)n(C)c(=O)n3C)cc1	-10.3%	0.0%	2.1%	i	-1.3%	21.8%	-2.8	-10.7%	-3.5%
CCOC(=O)N1CCC(NC(=O)CCCN2C(=O)CSc3ncccc32)CC1	1.5%	10.8%	0.1%	i	.	5.3%	-0.3	-1.7%	1.0%
C=CC[C@H](CC(=O)NCCO)C(=O)N[C@@H](C)COC(=O)[C@H](CC=C)CC(=O)OC(C)(C)C	-10.1%	3.1%	-0.5%	i	2.0%	0.4%	-4.0	1.4%	9.0%
COc1ccccc1CC(=O)NCc1csc(-c2cccs2)n1	?	-5.4%	9.4%	i	-12.0%	-2.6%	0.0	0.1%	-25.2%
CC(C)=C1C2C=CC1C(C(=O)Nc1cc(C)ccc1C)C2C(=O)O (centres undefined)	.	7.7%	-0.1%	i	1.5%	14.4%	1.7	0.0%	-15.3%
O=C1c2ccccc2NC(c2ccccn2)N1NS(=O)(=O)c1ccccc1 (centres undefined)	1.8%	-3.6%	0.2%	i	1.0%	8.8%	-2.0	5.0%	-6.2%
COc1cccc(Sc2ccccc2CN(C)C)c1	.	-1.2%	0.1%	i	1.7%	8.5%	-0.2	15.4%	1.9%
COc1ccc(OCCn2cc(/C=N/NC(=O)c3ccncc3)c3ccccc32)cc1	13.0%	?	0.6%	i	-0.7%	3.7%	-1.7	5.2%	-0.8%
CC1CCCN1c1ccnc2cc(Cl)ccc12 (centres undefined)	-27.5%	-10.9%	3.8%	i	.	3.6%	-1.6	-3.1%	15.4%
Cc1cc(NC(=O)c2ccc(N(C)S(=O)(=O)c3ccccc3)cc2)no1	?	-11.9%	-0.2%	i	0.8%	1.1%	0.7	-14.4%[1.84 µM]	12.3%
CCN(C(=O)COC(=O)CCC(=O)c1ccccc1)c1c(N)n(Cc2ccccc2)c(=O)[nH]c1=O	-2.2%	-4.0%	-0.9%	i	2.9%	-2.8%	1.3	0.3%	11.5%
CCOc1ccc(S(=O)(=O)c2c(C(=O)c3ccc(CC)cc3)cnc3ccc(C)cc23)cc1	-5.1%	-20.7%	13.1%	.	.	.	.	6.1%	.
CC(C)CC(c1nnnn1Cc1ccco1)N1CCN(c2cccc(Cl)c2)CC1 (centres undefined)	?	-11.7%	-0.5%	i	-0.3%	-7.5%	0.7	2.0%	-4.5%
COc1ccccc1N1CCN(C(=O)C(Cc2ccccc2)NC(=O)C2CCCCC2)CC1 (centres undefined)	?	-13.5%	-0.5%	i	-4.7%	-8.0%	0.9	-6.2%	2.6%
O=C(Cn1cc(C(F)(F)F)ccc1=O)N/N=C/c1ccc(Cl)cc1	23.3%	-14.0%	1.3%	i	-1.0%	-11.7%	-1.2	3.6%	-5.2%
COc1cc(S(=O)(=O)N(Cc2ccccn2)Cc2ccco2)ccc1-n1cnnn1	13.4%	-2.9%	-0.5%	i	1.1%	-1.0%	0.1	3.0%	-3.6%
Cc1cc(C)c2c(c1)/C(=C/C(=O)c1ccc(Br)s1)C(=O)N2	9.2µM*	-1.3%	-0.2%	i	-1.6%	6.6%	-5.6	?	-15.2%
Cc1ccc(NC(=O)CCNS(=O)(=O)c2ccc3[nH]c(=O)oc3c2)c(Cl)c1	14.5%	-0.7%	2.1%	i	-3.2%	0.6%	-1.8	-2.3%	0.7%
O=C(CCc1nc2ccccc2c(=O)[nH]1)Nc1ccc(F)c([N+](=O)[O-])c1	3.5%	12.0%	2.5%	i	0.7%	-6.1%	-0.4	-6.0%	9.5%
COc1ccc(OC)c(NC(=O)C(C)n2c(=O)c(-c3ccccc3NC(C)=O)nc3ccccc32)c1 (centres undefined)	20.2%	15.1%	3.3%	.	.	.	.	4.3%	.
O=C(NCc1ccc2c(c1)OCO2)Nc1ccc([N+](=O)[O-])cc1	?	-15.8%	0.6%	i	-0.3%	1.1%	-1.2	-8.7%	0.5%
COc1ccc(C(=O)NCCS(=O)(=O)N2CCN(C(=O)c3ccco3)CC2)cc1	-1.3%	6.1%	-0.4%	i	-2.2%	13.0%	-6.0	0.2%	3.3%
CCOC(=O)CCc1c(C)nc2ncnn2c1C	8.2%	1.5%	-0.6%	i	0.4%	6.4%	0.5	1.0%	21.2%[57.1 µM]
CC(C)c1ccc(NC(=O)CSC(C)c2nc3ccccc3c(=O)[nH]2)cc1 (centres undefined)	5.4%	1.9%	0.5%	i	4.5%	-5.3%	0.2	1.4%	-5.2%
Cc1ccccc1OCCn1cc(C(=S)N2CCN(C)CC2)c2ccccc21	?	?	3.9%	i	-1.1%	20.3%	-4.1	-16.5%	-18.3%
OCCNc1nc(Nc2cc(Cl)ccc2OC2CCCC2)nc(N2CCCC2)n1	-15.8%	?	11.0%	.	.	-3.3%	.	?	-3.2%
CCOC(=O)c1[nH]cnc1C(=O)N[C@@H](C)c1ccccc1	-4.1%	12.1%	-0.3%	i	0.4%	6.1%	0.2	1.3%	-7.9%
CC(C)c1ccc(NC(=O)Nc2nc(C(N)c3ccccc3Cl)cs2)cc1 (centres undefined)	.	?	-2.3%	i	.	5.1%	-0.3	.	-11.4%
CCN(CC)CC(=O)NCc1cc(-c2ccc(OC)cc2)no1	.	12.4%	0.1%	i	1.0%	-10.3%	-1.3	-0.7%	3.6%
O=C(NCC1CC1)c1onc(CSc2nc3ccccc3[nH]2)c1C(=O)NCC1CC1	-29.0%	-6.4%	-2.2%	i	1.0%	11.8%	-0.1	-0.1%	-3.1%
COc1ccc2[nH]cc(C(=O)CNc3nc(C)cs3)c2c1	?	0.0%	6.2%	i	-0.5%	0.5%	0.2	-5.0%	1.4%
CCC(Oc1ccccc1)C(=O)NCCCN1CCOCC1 (centres undefined)	6.3%	-16.1%	-0.2%	i	0.5%	5.8%	-3.6	-1.0%	-1.4%
NC(c1csc(Nc2nncc3ccccc23)n1)c1ccccc1Cl (centres undefined)	.	?	-3.2%	i	.	18.7%	-1.3	.	15.6%
O=C(CSc1nnc(CNC(=O)c2cccs2)o1)NC1CCCC1	-11.5%	-1.6%	-0.2%	i	-0.1%	1.9%	-1.7	-11.3%	-5.7%
CN1CCN(C2(CNC(=O)c3ccc([N+](=O)[O-])cc3)CCCCC2)CC1	7.8%	-16.8%	0.8%	.	.	.	.	3.0%	.
Cc1ccc(NC(=S)N(CCCN2CCN(C)CC2)Cc2cccs2)cc1C	?	6.9%	2.5%	i	-0.6%	6.4%	-3.6	-0.7%	3.1%
O=S(=O)(Cc1ccccc1)NCCc1ccc(F)cc1	6.5%	14.9%	-0.1%	i	0.2%	8.3%	-0.1	4.6%	4.2%
Cc1ccc(C(NC(=O)C(C)C)c2cc([N+](=O)[O-])c3cccnc3c2O)cc1 (centres undefined)	18.4µM*	-14.8%	-0.1%	i	-15.4%	-9.9%	1.9	?	-0.4%
Cc1ccc(NC(=O)Cn2c(=O)oc3cc(S(=O)(=O)N4CCC(C)CC4)ccc32)cc1C	?	?	0.3%	i	1.0%	0.4%	-14.1	-1.1%	5.0%
COc1ccc(CN2CCNC(=O)C2CC(=O)N(C)Cc2cc(C)no2)cc1OC (centres undefined)	14.2%	-1.4%	-0.8%	i	0.9%	0.7%	-0.2	-2.3%	4.3%
CC(=O)c1c(C)nc(-c2ccccc2)n1O	17.3%	-0.2%	0.2%	i	-0.6%	-0.4%	0.8	5.5%	-10.7%
COc1ccnc(Oc2ccccc2)c1C(=O)N/C=N/OCc1ccccc1	-5.5%	7.0%	0.0%	i	3.4%	8.2%	-0.3	4.6%	-15.1%
COc1ccc(S(=O)(=O)NCC2CCCN(C(=O)c3sccc3C)C2)cc1 (centres undefined)	11.6%	3.5%	-0.2%	i	-0.4%	0.8%	2.5	-5.7%	2.6%
CCN(C[C@H]1N[C@@](C)(C(=O)OC)[C@H]2C(=O)N(C)C(=O)[C@@H]12)S(=O)(=O)c1ccccc1	7.2%	12.8%	-0.8%	i	-1.0%	4.4%	-2.9	0.5%	-1.4%
CN(C)N=Nc1nc2c(c(=O)n(C)c(=O)n2C)n1C	-1.6%	-10.5%	-0.4%	i	0.0%	9.4%	-3.2	-4.8%	-1.0%
CCC1CCCCN1C(=O)CNCC1CCCO1 (centres undefined)	4.9%	0.4%	0.1%	i	-0.6%	5.7%	0.4	1.8%	17.3%
COc1ccccc1N(CC(=O)NCc1ccccc1)C(=O)CCC(=O)Nc1cc(C)ccn1	14.3%	-2.5%	0.0%	i	0.1%	0.5%	-0.5	0.2%	-1.6%
Cc1cc(S(=O)(=O)Nc2ccc(C(=O)NCC3(N(C)C)CCCCC3)cc2)ccc1F	-20.4%	-5.5%	-0.2%	i	1.9%	0.4%	-0.3	-5.4%	19.5%

Source: PubChem BioAssay (National Center for Advancing Translational Sciences (NCATS))
